PvdQ acylase = blocks Pseudomonas aeruginosa PvdQ acylase activity; purified PvdQ acylase, fluorescence plate reader; inhibition, % at 10 µM; 0.063% of 340,000 active; in the data active = inhibition above about 30%, passing the limit was not always enough;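 note: 0% = vehicle neutral wells and 100% = reference inhibitor wells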
phage Ecoli inh = E. coli growth loss with phage present; growth absorbance; inhibition, % at 11.9 µM; 0.26% of 360,000 active; AID 651602; in the data active = inhibition above about 11%
E coli growth = counter-screen for AddAB inhibitors: E. coli growth inhibition; inhibition, % at 11.9 µM; 0.27% of 330,000 active; E. coli V3065 growth, OD600 absorbance, 18 h;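 active = inhibition above the campaign's mean inhibition across all tested compounds plus 3 SD, cut at about 9.9% in these data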;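 note: uninfected addAB+ strain grown without phage in ampicillin broth; 0% = DMSO wells and 100% = ciprofloxacin 0.95 µg/ml wells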
PfHsp90 set2 = reduces growth (ATP signal) of yeast expressing P. falciparum Hsp90. S. cerevisiae expressing PfHsp90, BacTiter-Glo ATP, 48 h; yeast lacking PDR1 and PDR3 efflux regulators. 0.32% of 310,000 active. inhibition, % at 9.4 µM;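 active = every replicate shows inhibition above about 80%, whatever the replicate mean, limit read from the data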;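 note: 0% = DMSO neutral controls and 100% = 20 µM radicicol positive controls; yeast relying on Plasmodium falciparum Hsp90 in place of its own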
Tat export inh = blocks Tat-dependent protein export in E. coli. E. coli MC4100 TorA-mCherry Tat export, fluorescence. inhibition, % at 10 µM. 0.036% of 340,000 active;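 active = mean replicate inhibition at least 50% and at least half of replicates individually reaching 50%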;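 note: exported cargo escapes ClpAP degradation while cytoplasmic cargo is degraded and loses fluorescence; 0% = median of neutral control wells and 100% = median of NaSCN control wells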
Wnt bcat act = Wnt/beta-catenin pathway activation; Wnt/beta-catenin reporter cell assay, activator, plate reader; activation, % at 9.35 µM; 1.2% of 300,000 active; AID 743398; in the data active = activation above about 30%, passing the limit was not always enough;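 note: 0% = neutral control wells and 100% = positive control wells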
CAL PDZ FP = human CAL PDZ-peptide interaction inhibition; Q9HD26; purified CAL PDZ, TMR-peptide fluorescence polarization, 1 h; inhibition, % at 20 µM; 0.02% of 330,000 active;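 active = highest replicate inhibition of at least 40%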;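 note: plate controls were DMSO neutral control wells for no effect and unlabeled competitor peptide control wells for full effect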
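Test system: purified CerCALP PDZ construct; Compound dosing: one concentration, 20 µM compound; Also added: TMR-labelled reporter peptide T*-PRC34 bound in PDZ groove; Read-out: inhibition from polarization loss; Controls: unlabelled peptide and DMSO controls; Signal: FP readout, S and P plane fluorescence; Incubation: 1 h at RT.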
AddAB inh = less growth of phage-infected E. coli with AddAB; inhibition, % at 11.9 µM; 0.29% of 330,000 active; E. coli expressing H. pylori AddAB, absorbance growth; in the data active = inhibition above about 12%;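 note: 0% = vehicle wells of infected cells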
DAGLB inhibitor = blocks human DAGLB lipase activity; HEK293T DAGLB membrane lysate, EnzChek fluorogenic substrate; inhibition, % at 5.17 µM; 0.059% of 340,000 active; AID 504411; in the data active = inhibition above about 34%;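 note: 0% = enzyme with vehicle and 100% = wells lacking enzyme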
Target sequence (Q8NCG7 whole entry, looked up): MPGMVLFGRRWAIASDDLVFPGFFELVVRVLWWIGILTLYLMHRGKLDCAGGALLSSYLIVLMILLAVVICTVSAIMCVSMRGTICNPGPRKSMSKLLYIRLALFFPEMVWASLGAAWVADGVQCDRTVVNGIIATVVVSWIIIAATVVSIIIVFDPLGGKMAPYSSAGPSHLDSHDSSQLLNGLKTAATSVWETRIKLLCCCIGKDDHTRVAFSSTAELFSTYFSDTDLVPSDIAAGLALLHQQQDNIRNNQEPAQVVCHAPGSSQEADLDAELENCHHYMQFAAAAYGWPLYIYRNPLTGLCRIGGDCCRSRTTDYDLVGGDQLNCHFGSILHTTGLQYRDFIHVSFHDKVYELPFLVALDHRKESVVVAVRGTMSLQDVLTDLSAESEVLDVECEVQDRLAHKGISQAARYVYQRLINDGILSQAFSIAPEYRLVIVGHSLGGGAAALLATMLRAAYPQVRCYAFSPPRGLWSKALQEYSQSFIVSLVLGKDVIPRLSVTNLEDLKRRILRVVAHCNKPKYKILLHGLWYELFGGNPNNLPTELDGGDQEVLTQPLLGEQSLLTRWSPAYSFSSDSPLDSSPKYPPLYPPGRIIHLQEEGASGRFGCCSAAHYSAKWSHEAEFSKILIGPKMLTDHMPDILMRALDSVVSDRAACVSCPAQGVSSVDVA
Rtt109 HAT inh = C. albicans Rtt109 histone acetyltransferase inhibition | Q5AAJ8 | purified Rtt109/Vps75, ThioGlo CoA-SH fluorescence, 4 h | inhibition, % at 34.9 µM | 0.16% of 330,000 active | AID 540336;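 active = inhibition of at least 50% in every replicate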
* = called active by the depositor; . = no result given.

SMILES	PvdQ acylase	phage Ecoli inh	E coli growth	PfHsp90 set2	Tat export inh	Wnt bcat act	CAL PDZ FP	AddAB inh	DAGLB inhibitor	Rtt109 HAT inh
COCCNC(=O)C(C)OC(=O)c1nsc(Cl)c1Cl (configuration not stated)	3	3.0	0.1	.	0	.	-1.2	4.5	-2	0
Cc1ccc(C(C)NC(=O)C2CCCO2)cc1C (configuration not stated)	8	2.4	-0.2	.	-9	.	.	0.2	-1	-6
CCOC(=O)Cc1csc(SCC(=O)NC2CCCCC2)n1	8	5.6	1.2	6	16	-1	-1.7	2.0	-2	25
COC(=O)c1sccc1N/C=C(\C#N)S(=O)(=O)C(C)(C)C	.	1.7	1.7	.	.	1	.	6.5	.	.
CC1(C)O[C@@H]2[C@H](O1)[C@@H](COS(=O)(=O)O)O[C@H]2n1ccc(=O)[nH]c1=O	-6	0.6	-1.8	11	-1	-2	0.4	-0.8	-1	-3
O=C(Nc1ccccc1)N(C1=NCCC1)c1ccc(OC(F)F)cc1	7	4.8	2.7	0	9	.	.	-0.4	-3	3
Cc1cc(Br)ccc1OCCCCN1CCC(C)CC1	11	1.3	0.9	-7	-3	-1	-0.8	2.8	0	3
C(=NCCCN1CCOCC1)c1ccc2c(c1)OCO2	-11	0.2	1.6	-17	-1	.	-1.1	3.7	2	-9
NC(=O)NN=C(C1CC1)C1CC1	-20	0.2	.	-14	-6	-1	0.3	.	-2	10
CCOC(=O)c1cc(NC(=O)CNCC(c2ccccc2)N(C)C)cc(C(=O)OCC)c1 (configuration not stated)	-6	0.5	-1.3	4	10	-2	-2.3	-0.6	-4	6
Cn1c(CN2CCOCC2)nnc1SCc1ccc(C#N)cc1	-14	4.3	-0.5	29	-2	-1	-0.5	1.3	-5	-16
Cc1cc(C)c(NC(=O)CSc2nnc(CNC(=O)c3c(F)cccc3Cl)o2)c(C)c1	-16	2.3	-1.1	1	5	2	-1.0	2.9	1	1
Cc1ccc(CNC(=O)N2CCN(C)CC2)cc1	-1	3.0	1.5	-15	-4	.	-0.6	3.4	1	3
O=C(OC1CCOC1=O)c1cc(-c2ccc(Cl)cc2)nc2ccccc12 (configuration not stated)	6	1.4	-2.1	-27	-1	.	-3.8	-2.0	-4	0
CC(C)C(OC(=O)C1CCCO1)C(=O)NC1CCCC1 (configuration not stated)	-7	-0.9	0.1	2	4	.	-2.1	1.6	1	-6

Sorted by number of heavy atoms (lowest first): some entries from above.
SMILES	PvdQ acylase	phage Ecoli inh	E coli growth	PfHsp90 set2	Tat export inh	Wnt bcat act	CAL PDZ FP	AddAB inh	DAGLB inhibitor	Rtt109 HAT inh
NC(=O)NN=C(C1CC1)C1CC1	-20	0.2	.	-14	-6	-1	0.3	.	-2	10
Cc1ccc(C(C)NC(=O)C2CCCO2)cc1C (configuration not stated)	8	2.4	-0.2	.	-9	.	.	0.2	-1	-6
COCCNC(=O)C(C)OC(=O)c1nsc(Cl)c1Cl (configuration not stated)	3	3.0	0.1	.	0	.	-1.2	4.5	-2	0
Cc1cc(Br)ccc1OCCCCN1CCC(C)CC1	11	1.3	0.9	-7	-3	-1	-0.8	2.8	0	3
COC(=O)c1sccc1N/C=C(\C#N)S(=O)(=O)C(C)(C)C	.	1.7	1.7	.	.	1	.	6.5	.	.
CCOC(=O)Cc1csc(SCC(=O)NC2CCCCC2)n1	8	5.6	1.2	6	16	-1	-1.7	2.0	-2	25
Cn1c(CN2CCOCC2)nnc1SCc1ccc(C#N)cc1	-14	4.3	-0.5	29	-2	-1	-0.5	1.3	-5	-16
CC1(C)O[C@@H]2[C@H](O1)[C@@H](COS(=O)(=O)O)O[C@H]2n1ccc(=O)[nH]c1=O	-6	0.6	-1.8	11	-1	-2	0.4	-0.8	-1	-3
O=C(Nc1ccccc1)N(C1=NCCC1)c1ccc(OC(F)F)cc1	7	4.8	2.7	0	9	.	.	-0.4	-3	3
O=C(OC1CCOC1=O)c1cc(-c2ccc(Cl)cc2)nc2ccccc12 (configuration not stated)	6	1.4	-2.1	-27	-1	.	-3.8	-2.0	-4	0
Cc1cc(C)c(NC(=O)CSc2nnc(CNC(=O)c3c(F)cccc3Cl)o2)c(C)c1	-16	2.3	-1.1	1	5	2	-1.0	2.9	1	1
CCOC(=O)c1cc(NC(=O)CNCC(c2ccccc2)N(C)C)cc(C(=O)OCC)c1 (configuration not stated)	-6	0.5	-1.3	4	10	-2	-2.3	-0.6	-4	6

(more compounds)
SMILES	PvdQ acylase	phage Ecoli inh	E coli growth	PfHsp90 set2	Tat export inh	Wnt bcat act	CAL PDZ FP	AddAB inh	DAGLB inhibitor	Rtt109 HAT inh
CN1CCN(CC(=O)Nc2cccc(S(=O)(=O)N(C)c3ccccc3)c2)CC1	-16	0.8	2.1	-2	-5	-2	-0.4	0.2	1	1
CCCCOC(=O)C1[C@H]2C(=O)N(CCc3ccccc3)C[C@]23C=C[C@H]1O3 (some centres not stated)	16	3.1	1.9	12	4	.	-2.0	-0.1	3	.
CCN(CC)CCN(C)C(=O)c1ccc(OC2CCN(C(=O)C3CC3)CC2)cc1	-1	2.0	2.6	-2	4	12	0.4	2.4	0	0
COc1cc2[nH]c(O)c(C=O)c2cc1OC	-3	1.8	.	0	5	-3	-0.4	.	1	-9
CC1(C)Cc2c(sc(NC(=O)C(=O)NCC3CCCO3)c2C(N)=O)CO1 (configuration not stated)	-18	2.2	0.2	-66	0	-1	-1.0	4.2	-1	0
O=C1C(C=Nc2ccc(F)cc2)=C(O)c2ccccc21	-11	6.1	0.1	-12	-1	11	-1.0	-1.3	0	2
COc1ccc(OC)c(/C=N/NC(=O)CCc2c(C)n[nH]c2C)c1	-22	2.2	0.4	8	-5	-1	-1.9	-1.6	-3	7
CCc1cc2c(-c3ccccc3)cc(=O)oc2cc1OC(C)C(=O)O (configuration not stated)	-8	0.5	0.9	-11	4	0	-1.7	3.8	-3	8
CCc1nnc(NC(=O)CSc2nnc(C)n2-c2ccc(C)cc2)s1	9	0.8	1.4	1	-5	.	-2.1	-0.3	4	-10
CN(C)CCNC(=O)C(=O)NCC1OCCN1S(=O)(=O)c1ccc([N+](=O)[O-])cc1 (configuration not stated)	-7	3.4	-2.8	3	0	-1	-0.9	2.2	0	5
O=C(OCn1ncc(Br)c(Br)c1=O)c1ccc(F)cc1	-9	.	-3.6	99*	4	.	-1.3	-1.9	3	2
Cc1cc(C(=O)OCC(=O)Nc2ccccc2C(F)(F)F)on1	4	1.6	0.4	1	-9	-4	-0.9	-1.4	-3	9
Cn1c2c(c(=O)n3ncnc13)CCCC2	-15	-2.6	1.3	-21	2	0	0.0	-1.4	0	-10
Cc1ccc(/C=C(/C#N)C(=O)NC(=O)Oc2ccccc2)cc1	-3	2.6	-0.6	-24	6	-3	-2.3	1.8	1	-3
COc1ccc(-n2nc3c(N4CCC(C(=O)NCc5cccc(C)c5)CC4)nnc(C)c3c2C)cc1	-15	-0.4	-2.6	-15	-3	2	-1.8	2.4	3	8
COc1ccc(-c2csc3nc(-c4ccccc4)oc(=O)c23)cc1OC	-8	2.8	0.1	-12	-7	-2	.	0.2	-2	-15
CC1CCCCN1CCNC(=O)c1ccc2c(c1)N(Cc1ccccc1)C(=O)c1ccccc1S2(=O)=O (configuration not stated)	-14	0.1	-1.4	5	0	0	-2.4	4.9	0	-2
COc1ccc(C2CC(c3cccs3)=NN2C(=O)COC(=O)c2cncc(Br)c2)cc1OC (configuration not stated)	-3	1.5	-0.7	-3	1	-4	-0.8	1.1	2	-2
Cc1cc(/C=N/NC(=O)c2cccc([N+](=O)[O-])c2)c(C)n1-c1ccc(Cl)cc1Cl	-12	0.7	1.0	17	4	-5	.	1.1	0	-3
CN(C)C(CNC(=O)c1cc(S(=O)(=O)N(C)c2ccccc2)ccc1Cl)c1cccs1 (configuration not stated)	-8	0.8	0.5	8	-5	0	-1.5	-1.9	0	-3
O=C(COC(=O)c1ccc(S(=O)(=O)N2CCCC2)cc1)Nc1ccc(F)cc1F	5	2.4	0.4	-7	-14	-1	-0.5	3.9	1	2
O=C1C(CN2CCCC2)CCCC1CN1CCCC1 (configuration not stated)	-8	1.0	.	-5	10	-4	-0.9	.	-1	7
CCOC(=O)CSc1ccc2nnc(CCNS(=O)(=O)c3ccc(C)cc3)n2n1	-3	3.1	0.6	-2	7	-1	-1.0	0.2	0	-8
Cc1ccc(/C=N/Nc2cccc(C(=O)O)c2)s1	1	4.1	-0.2	-1	-3	.	-0.6	2.9	4	8
Cc1ccc(-n2c(=S)[nH]c3c(oc4ccccc43)c2=O)cc1	-10	-0.5	-0.3	-8	-11	.	-0.3	1.6	-2	-2
CCOC(=O)Cn1nc(C)cc1NC(=O)c1cccnc1	4	1.4	0.6	-5	-1	0	-0.2	2.4	0	-3
COC/C=C/C1=CC2=CC(=O)C(C)(OC(=O)c3cnc4ccccc4n3)C(=O)C2=CN1C1CC1 (configuration not stated)	13	1.8	0.0	-12	-5	5	-0.1	2.5	-5	-9
C/C=N/NC(=O)CCNC(=O)c1ccccc1	-5	-1.6	4.5	-23	2	-3	0.0	3.7	1	3
COC(=O)CN1C(=O)N/C(=C/c2cc(OC)c(OC)cc2C)C1=O	-9	3.6	-0.2	-4	-1	0	-1.5	3.9	0	0

Single records, as listed above.
COc1ccc(C2CC(c3cccs3)=NN2C(=O)COC(=O)c2cncc(Br)c2)cc1OC (configuration not stated) in the list: PvdQ acylase = -3; phage Ecoli inh = 1.5; E coli growth = -0.7; PfHsp90 set2 = -3; Tat export inh = 1; Wnt bcat act = -4; CAL PDZ FP = -0.8; AddAB inh = 1.1; DAGLB inhibitor = 2; Rtt109 HAT inh = -2
COC(=O)CN1C(=O)N/C(=C/c2cc(OC)c(OC)cc2C)C1=O in the list: PvdQ acylase = -9; phage Ecoli inh = 3.6; E coli growth = -0.2; PfHsp90 set2 = -4; Tat export inh = -1; Wnt bcat act = 0; CAL PDZ FP = -1.5; AddAB inh = 3.9; DAGLB inhibitor = 0; Rtt109 HAT inh = 0
